# Bioassay records: PubChem BioAssay, several laboratories
# bIAP inh = blocks bovine intestinal alkaline phosphatase activity; 190,000 tested, under 10 active; inhibition, % at 20 µM; purified bovine IAP, CDP-star luminescence, 30 min;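 active = over 50% inhibition of intestinal alkaline phosphatase at 20 µM in the single-dose screen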
#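 test system = bovine IAP enzyme | medium = DEA buffer 100 mM, pH 9.8, with MgCl2 1.0 mM, ZnCl2 0.02 mM | detection = luminescence | dosing = single compound dose of 20 µM, 2% DMSO final | incubation = 30 min reaction at room temperature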
# DTT redox prof = compounds producing H2O2 with reducing agent – biochemical, NIH compound library profiling, artefact control for MLSCN library redox annotation, primary screen | DTT-dependent redox cycling H2O2, phenol red/HRP absorbance; 100% = 100 µM peroxide control, 0% = buffer | activation, % at 10 µM | actives 0.03% (n = 200,000);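 active = activation of at least 50% relative to the plate's high and low controls in the primary single-dose screen; inactive = activation below 50%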;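 also: compound incubated with DTT at 0.8 mM final as the reducing agent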
# SRC2 TRFRET art = TR-FRET artefact, counter-screen to PPARgamma/SRC-2 agonist assay; active compounds read high; TR-FRET ratio at 8 µM; actives 0.4% (n = 200,000); in the data active = TR-FRET ratio above about 2000; also: inactives centre near 1500
# Lmaj promast = Leishmania major promastigote growth inhibition. inhibition, % at 10 µM. AID 1063. Leishmania major promastigotes, resazurin fluorescence viability. actives 9% (n = 200,000); in the data active = inhibition above about 50%;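 also: promastigotes grown with compound for 44 hours at 28 °C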
# S1P3 antag = blocks the human S1P3 receptor; inhibition, % at 4.98 µM; Q99500; CHO S1P3 NFAT-BLA reporter, FRET fluorescence, antagonist mode; actives 0.27% (n = 170,000);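 active = inhibition above the plate cutoff, the mean inhibition of test wells on that plate plus 3 SD, cut at about 28% in these data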;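 also: cells challenged with S1P at its EC80 of 0.8 µM; blue over green emission ratio from cleaved BLA substrate after 4 h stimulation; 0% = S1P-stimulated wells and 100% = unstimulated DMSO-only wells; some compounds past the cut are filed as inactive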
# TLR4-MyD88 BLA = TLR4-MyD88 interaction inhibition in cells | O00206+Q99836 | HeLa CL3-4 TLR4/MyD88 BLA complementation, FRET ratio | inhibition, % at 8.4 µM | actives 0.18% (n = 200,000) | AID 861; in the data active = inhibition above about 25%;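 also: 0% = vehicle and 100% = reference inhibitor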
# Target sequence (O00206 whole entry, looked up): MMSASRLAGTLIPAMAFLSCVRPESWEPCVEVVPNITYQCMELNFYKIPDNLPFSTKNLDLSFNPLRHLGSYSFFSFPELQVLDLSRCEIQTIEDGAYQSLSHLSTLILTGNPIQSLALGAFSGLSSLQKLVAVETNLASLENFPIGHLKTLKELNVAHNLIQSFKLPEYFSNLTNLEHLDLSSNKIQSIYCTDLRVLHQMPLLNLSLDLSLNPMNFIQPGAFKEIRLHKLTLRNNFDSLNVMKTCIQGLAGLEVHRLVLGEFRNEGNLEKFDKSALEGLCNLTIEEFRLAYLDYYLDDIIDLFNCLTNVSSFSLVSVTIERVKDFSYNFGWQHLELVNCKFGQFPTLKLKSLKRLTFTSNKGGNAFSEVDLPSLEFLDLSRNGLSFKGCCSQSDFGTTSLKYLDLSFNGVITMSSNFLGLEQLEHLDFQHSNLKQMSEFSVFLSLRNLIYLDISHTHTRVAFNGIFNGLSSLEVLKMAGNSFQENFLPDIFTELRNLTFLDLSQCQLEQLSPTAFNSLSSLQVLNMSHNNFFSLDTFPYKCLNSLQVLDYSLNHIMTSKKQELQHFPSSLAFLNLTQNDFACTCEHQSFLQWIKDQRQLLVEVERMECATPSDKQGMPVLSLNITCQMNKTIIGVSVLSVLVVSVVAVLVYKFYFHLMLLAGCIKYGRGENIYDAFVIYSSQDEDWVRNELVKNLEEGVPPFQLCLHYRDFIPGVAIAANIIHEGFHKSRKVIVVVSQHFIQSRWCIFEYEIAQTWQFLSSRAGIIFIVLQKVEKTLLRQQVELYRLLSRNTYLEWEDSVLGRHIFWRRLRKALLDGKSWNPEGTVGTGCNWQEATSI
# Target sequence (Q99836 whole entry, looked up): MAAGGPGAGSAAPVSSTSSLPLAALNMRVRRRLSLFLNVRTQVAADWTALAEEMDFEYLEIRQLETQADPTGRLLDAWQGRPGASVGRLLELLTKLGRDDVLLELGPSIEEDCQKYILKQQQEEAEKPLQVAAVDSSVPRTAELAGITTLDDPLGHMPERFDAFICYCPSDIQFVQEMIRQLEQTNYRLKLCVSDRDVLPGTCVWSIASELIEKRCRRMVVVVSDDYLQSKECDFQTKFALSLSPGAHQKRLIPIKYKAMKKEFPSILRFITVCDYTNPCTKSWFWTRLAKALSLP
# PPARg SRC-2 ag = PPARgamma-driven SRC-2 recruitment agonism; PPARgamma LBD-SRC-2 recruitment, biochemical; activation, % at 8 µM; actives 0.34% (n = 200,000); P37231; in the data active = activation above about 22%;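 also: 0% = vehicle and 100% = reference agonist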
# ROMK mod = modulates human ROMK potassium channel activity. B-score at 10 µM. Tet-inducible ROMK, thallium flux fluorescence; actives lie on both sides. AID 1918. actives 2% (n = 130,000);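 active = signal ratio slope over the read window, or its plate-corrected B-score, at least 3 SD from the plate mean, either direction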;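 also: B-score of the F/F0 ratio slope over 7 to 12 s after thallium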
# PPARg SRC1 recr = promotes SRC-1 coactivator recruitment by human PPARgamma | P37231 | actives 0.41% (n = 200,000) | activation, % at 8 µM | AID 631 | PPARgamma-SRC-1 coactivator recruitment biochemical assay; in the data active = activation above about 19%;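 also: 0% = DMSO and 100% = reference agonist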
# bIAP act = increases bovine intestinal alkaline phosphatase activity; purified bovine IAP, CDP-star luminescence, 30 min; active compounds read high; fold of DMSO-control signal, blank-subtracted; activation factor at 20 µM; actives 0.17% (n = 200,000); AID 1016;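 active = activation factor of 2 or more at 20 µM, a signal rise over negative controls twice the positive control's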
# PPARg SRC-3 ag = promotes SRC-3 coactivator recruitment by human PPARgamma | P37231 | biochemical PPARgamma/SRC-3 coactivator recruitment assay | activation, % at 8 µM | actives 0.26% (n = 200,000); in the data active = activation above about 23%;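 also: 0% = DMSO and 100% = reference agonist; some compounds past the cut are filed as inactive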
# Numbers without * were called inactive; . = not tested or not shown.
# Start of the listing, in advance:
Molecule	bIAP inh	DTT redox prof	SRC2 TRFRET art	Lmaj promast	S1P3 antag	TLR4-MyD88 BLA	PPARg SRC-2 ag	ROMK mod	PPARg SRC1 recr	bIAP act	PPARg SRC-3 ag
C=CCNc1nc(Nc2ccc(OC)cc2)nc(OCC)n1	25	0.1	1473	35	.	-1	4	-0.25	-1	0.7	1
Nc1csnc1C(=O)O	9	0.2	1622	-3	-13	1	0	0.023	-1	0.9	5
CCCCNC(=O)C(c1ccc(-c2ccccc2)cc1)N(CCN1CCOCC1)C(=O)CCCCCN1C(=O)NC(c2ccc([N+](=O)[O-])cc2)C(C(=O)OCc2ccccc2)=C1C (stereo not given)	23	0.7	1590	-3	-18	-5	1	-0.49	2	0.8	0

# Results, from the start:
Molecule	bIAP inh	DTT redox prof	SRC2 TRFRET art	Lmaj promast	S1P3 antag	TLR4-MyD88 BLA	PPARg SRC-2 ag	ROMK mod	PPARg SRC1 recr	bIAP act	PPARg SRC-3 ag
C=CCNc1nc(Nc2ccc(OC)cc2)nc(OCC)n1	25	0.1	1473	35	.	-1	4	-0.25	-1	0.7	1
Nc1csnc1C(=O)O	9	0.2	1622	-3	-13	1	0	0.023	-1	0.9	5
CCCCNC(=O)C(c1ccc(-c2ccccc2)cc1)N(CCN1CCOCC1)C(=O)CCCCCN1C(=O)NC(c2ccc([N+](=O)[O-])cc2)C(C(=O)OCc2ccccc2)=C1C (stereo not given)	23	0.7	1590	-3	-18	-5	1	-0.49	2	0.8	0
CCOC(=O)C1=C(N)Oc2c(oc(CO)cc2=O)C1c1c(F)cccc1Cl (stereo not given)	-4	1.4	1457	6	1	3	1	.	-3	1	3
CCCC(=O)N1CCN(c2ccc([N+](=O)[O-])cc2Cl)CC1	4	-0.2	1384	43	-1	3	-7	.	-9	1	4
O=C(N/N=C/c1ccccc1C(=O)O)c1ccccc1Br	-9	0.2	1638	-1	-9	-30	3	0.037	11	1.1	4
c1ccc(-c2c3ccccc3nc3[nH]c4ccccc4c23)cc1	38	1.2	1466	30	-20	-26	0	0.72	7	0.6	0
Cc1ccccc1OCCNC(=O)c1ccc2ccccc2n1	6	0.1	1607	-3	-25	-16	0	0.11	0	0.9	1
O=c1nc(N(c2ccccc2)c2ccccc2)[nH]c(=O)[nH]1	10	0.8	1641	-11	-1	4	14	0.19	-2	0.9	1
O=C(Oc1ccc(Cl)c2cccnc12)N1CCCCCC1	3	0.7	1492	0	.	6	-3	-0.73	-6	1	6
COc1ccc(OCC(=O)Nc2ccccc2-c2ccccc2)cc1	22	-0.9	1710	30	-13	8	8	-0.33	1	0.8	-2
O=C1c2cccnc2C(=O)N1Cc1cccs1	4	-0.7	1493	2	7	-14	-5	.	-9	1	2
COc1ccc(CNC(=O)/C(C#N)=C2\N=C(NC(=O)c3cccs3)c3ccccc32)cc1	7	0.3	1713	0	-10	3	3	.	0	0.9	0
Cc1ccc(S(=O)(=O)N2CCN(S(=O)(=O)N3CCOCC3)CC2)cc1C	13	-0.3	1370	0	.	-12	-4	.	0	0.9	2
O=S(=O)(NCCc1ccncc1)c1ccccc1	-15	0.2	1390	-5	8	9	-13	.	-4	1.2	-8
COCCNC(=O)c1ccccc1NC(=O)Cc1ccccc1[N+](=O)[O-]	-2	-1.8	1549	0	-6	10	-2	0.8	-5	1	-2
CCn1c(C)nc2cc(C(=O)NNC(=O)c3ccc(Cl)nc3)ccc21	-19	0.1	1604	-5	-1	3	-1	1.5	2	1.2	3
Cc1ccc(C(=O)N2CCN(c3ccc(C(F)(F)F)cn3)CC2)c(C)c1	-1	-0.8	1697	-3	.	2	1	.	6	1	1
COc1cc(CNCC(O)c2ccccc2)ccc1OCc1ccc(Cl)nc1 (stereo not given)	-3	-1.1	1575	100*	.	1	2	-0.91	-4	1	7
O=C(Cc1n[nH]c(=O)c2ccccc12)NCc1ccccn1	7	-0.3	1531	-4	.	-13	5	.	5	0.9	2
O=C(Nc1cccnc1)Nc1ccc2c(c1)OCO2	7	-0.1	1630	-3	-6	-15	4	-0.026	-1	0.9	-1
O=C(Nc1ccc2c(c1)CCC2)c1cc(S(=O)(=O)N2CCN(c3ccccc3)CC2)ccc1Cl	7	0.6	1606	45	.	-8	7	0.77	1	0.9	2
Nc1nonc1-c1nc2ccccc2n1CCC(=O)O	3	1.7	1626	-8	-17	-3	1	1.3	6	1	5
O=C(Cn1c(=O)oc2ccccc21)NC(=O)NCc1ccccc1	12	3.7	1501	10	.	6	-3	.	12	0.9	12
CCC(=O)N1c2ccc(S(=O)(=O)CCC(=O)N3CCn4c3nc3ccccc34)cc2CC1C (stereo not given)	-7	-0.5	1372	79*	9	-2	-9	0.68	0	1.1	-3
COc1cc(C)ccc1OCCOCCOc1ccc(C)cc1[N+](=O)[O-]	12	-0.1	1366	2	5	6	-1	-0.76	-7	0.9	-3
O=C(C1CCN(S(=O)(=O)c2cccc3nsnc23)CC1)N1CC=C(c2ccccc2)CC1	3	-0.9	1778	2	-19	2	2	.	10	1	8
O=C(CCCCCN1C(=O)c2ccccc2C1=O)Oc1ccc2c3c(c(=O)oc2c1)CCC3	-44	0.0	1581	-4	-12	-2	13	.	3	1.4	-1
O=C(CCC(=O)NNC(=O)COc1ccc(Br)cc1)NCc1ccccc1	-7	-1.8	1579	3	4	8	4	1.3	6	1.1	1
Cc1oc(C(=O)Nc2ccc(O)cc2)cc1COc1ccccc1	16	-0.4	1865	15	12	0	5	.	5	0.8	9
CCOc1cccc(NC(=O)C2CCCN(S(=O)(=O)c3ccc(OC)cc3)C2)c1 (stereo not given)	-22	0.4	1624	31	-30	10	-4	-1.4	-6	1.2	-4
c1nc(NC2CCCCC2)c2[nH]cnc2n1	-15	0.3	1535	27	.	-3	12	2.6	2	1.1	-1
Cc1ccc(S(=O)(=O)NCC2CCC(C(=O)NCc3cccs3)CC2)cc1 (stereo not given)	-1	0.4	1499	3	-1	1	-3	0.38	3	1	1
CC(C)(C)c1ccc(C(=O)NNC(=O)c2ccccc2Br)cc1	7	2.4	1360	1	.	-7	-2	.	-4	0.9	1
CCn1c(-c2ccccc2Cl)nn(CC(=O)NCCc2ccccc2)c1=S	7	-0.3	1711	-3	-8	-2	0	.	-2	0.9	1
CCOc1cc(CNc2ncn[nH]2)ccc1OCC(=O)NC(C)(C)C	-8	-0.4	1572	-3	-2	2	0	1.3	-5	1.1	1
COc1ccc(S(=O)(=O)NC(CCSC)C(=O)NC2CCCCC2)cc1 (stereo not given)	1	0.8	1685	-2	-23	-16	3	-0.017	-1	1	3
O=C(c1cc([N+](=O)[O-])cc([N+](=O)[O-])c1)N(Cc1nnc(-c2ccccc2Cl)o1)C1CC1	-1	-0.7	1693	82*	-1	-23	5	-1.3	12	1	3
CC1Oc2ccccc2C=C1C1/C(=C(/O)c2ccccc2)C(=O)C(=O)N1CCCN(C)C (stereo not given)	6	-0.2	1392	-1	-36	-10	2	0.27	0	0.9	-12
CCCCN1C(=O)C(O)(CC(=O)c2ccccc2OC)c2ccccc21 (stereo not given)	12	0.3	1453	-5	-31	2	-3	-0.25	0	0.9	1
O=C(CCn1c(=S)oc2ccccc21)Nc1cccc(F)c1	-9	-0.1	1567	43	2	9	-7	.	1	1.1	-1
Cn1cccc1C(=O)NC(=O)COC(=O)CC12CC3CC(CC(C3)C1)C2	18	-3.8	1462	-2	.	5	-1	.	-7	0.8	-22
O=C(CSc1nnnn1-c1ccccc1)CSc1nnnn1-c1ccccc1	25	-0.6	1465	23	-24	-3	7	.	4	0.8	7
Cc1c(CN2CCC(CO)(CCOc3ccccc3)CC2)[nH]c2ccc(Cl)cc12	-14	-1.0	1701	100*	-7	-11	4	-0.9	9	1.1	2
Cc1ccc(C(=O)N/C(=C/c2cn(-c3ccccc3)nc2-c2ccccc2)C(=O)O)cc1	9	0.2	1679	-8	-25	6	9	0.054	15	0.9	2
CCN(CC)c1nc(C(N)=O)cc(-c2ccccc2)n1	4	0.8	1740	5	.	6	7	.	-1	1	0
CCOc1ccc(/C(O)=C2/C(=O)C(=O)N(CCN(CC)CC)C2c2ccco2)cc1 (stereo not given)	30	0.1	1578	-6	6	-8	8	1.5	6	0.7	-2
Cc1ccc(S(=O)(=O)N(C(=O)c2ccncc2)c2ccc(OC(=O)c3ccncc3)cc2)cc1	5	-0.9	1549	28	-2	2	-5	.	0	1	0
CCC(=O)Nc1cc(OC)cc(OC)c1	-16	-1.0	1603	-3	-27	-8	4	0.06	7	1.2	2
C=CCN1C=CC(=C/C=C(/C#N)C(=O)OCC)C=C1	8	1.6	1483	0	.	1	3	.	26*	0.9	2

# Three compounds out of the list above, ordered by their value in PPARg SRC-2 ag, low to high.
SMILES | bIAP inh | DTT redox prof | S1P3 antag | TLR4-MyD88 BLA | PPARg SRC-2 ag | ROMK mod | PPARg SRC1 recr | bIAP act | PPARg SRC-3 ag
COCCNC(=O)c1ccccc1NC(=O)Cc1ccccc1[N+](=O)[O-] | -2 | -1.8 | -6 | 10 | -2 | 0.8 | -5 | 1 | -2
CCn1c(C)nc2cc(C(=O)NNC(=O)c3ccc(Cl)nc3)ccc21 | -19 | 0.1 | -1 | 3 | -1 | 1.5 | 2 | 1.2 | 3
CCn1c(-c2ccccc2Cl)nn(CC(=O)NCCc2ccccc2)c1=S | 7 | -0.3 | -8 | -2 | 0 | . | -2 | 0.9 | 1

# Rewritten with values under each structure: five of the compounds above.
# The line under a structure holds: bIAP inh, DTT redox prof, SRC2 TRFRET art, Lmaj promast, S1P3 antag, TLR4-MyD88 BLA, PPARg SRC-2 ag, ROMK mod, PPARg SRC1 recr, bIAP act, PPARg SRC-3 ag
CCn1c(-c2ccccc2Cl)nn(CC(=O)NCCc2ccccc2)c1=S
 : 7, -0.3, 1711, -3, -8, -2, 0, ., -2, 0.9, 1
CCOc1cc(CNc2ncn[nH]2)ccc1OCC(=O)NC(C)(C)C
 : -8, -0.4, 1572, -3, -2, 2, 0, 1.3, -5, 1.1, 1
COc1ccc(S(=O)(=O)NC(CCSC)C(=O)NC2CCCCC2)cc1 (stereo not given)
 : 1, 0.8, 1685, -2, -23, -16, 3, -0.017, -1, 1, 3
O=C(c1cc([N+](=O)[O-])cc([N+](=O)[O-])c1)N(Cc1nnc(-c2ccccc2Cl)o1)C1CC1
 : -1, -0.7, 1693, 82*, -1, -23, 5, -1.3, 12, 1, 3
CC1Oc2ccccc2C=C1C1/C(=C(/O)c2ccccc2)C(=O)C(=O)N1CCCN(C)C (stereo not given)
 : 6, -0.2, 1392, -1, -36, -10, 2, 0.27, 0, 0.9, -12

# No enrichment for hits. About 11% of those tested had a hit in this group.
